From PubChem BioAssay
Nrf2 inh = Nrf2 pathway inhibition; A549 ARE-Fluc reporter, luciferase luminescence, 18-24 h; 360,000 compounds, 2.1% hits; Potency, µM (top dose mostly 46 µM), for the others: at the top dose activity change, negative = inhibition, most hits filed as inhibitors; note: potency is the fitted concentration of half-maximal effect; % is set by controls: 0 for no effect and ±100 for the full control effect; nearly all actives have a fitted effect of over 60% in size
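Two sequential reads on A549 ARE_Fluc cells exposed to compound for 18-24 h: a CellTiter-Fluor fluorescence read for viability, then a luciferase luminescence read for Nrf2/ARE activity.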
Abeta yeast res = compounds reversing amyloid beta toxicity in yeast; yeast expressing A-beta42, growth rescue, OD600, 48 h; response scale: 0% DMSO, 100% iron-clioquinol control; Potency, µM (doses to about 46.1 µM), inactives show at the top dose growth rescue, most hits filed as activators; 410,000 compounds, 0.063% hits; note: potency is the fitted concentration of half-maximal effect; nearly all actives have a fitted effect of over 55% in size
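Growth rescue measured by 600 nm absorbance after 48 h yeast culture at 30 C with compound. Values normalized between DMSO and an equimolar ferric chloride plus clioquinol control.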
Nrf2 activator = activators of Nrf2 (ARE) signaling. AREc32 ARE-luciferase reporter (MCF7-derived line), luminescence, 24 h. AID 624171. Potency, µM (doses to about 46.1 µM), for inactives: at the highest dose activation, usual class: activators. 410,000 compounds, 0.31% hits; note: potency is the fitted concentration of half-maximal effect; % of control where 0% means no effect; nearly all actives have a fitted effect of over 65% in size
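Steps: seed AREc32_Fluc cells (1000/well, 5% FBS OPTI-MEM); incubate overnight at 37 deg C; add 23 nL compound; incubate 24 hr; add Steady-Glo; hold 30 min RT; read luminescence.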
HepG2 viability = HepG2 cytotoxicity, counter-screen for TGF-b inhibitors; HepG2 CAGA-GFP viability, ATP luminescence, 18 h; Potency, µM (series often up to 46.1 µM), without a hit: at the highest dose activity change, negative = cytotoxicity, usual class: cytotoxic; 410,000 compounds, 0.76% hits; AID 588856; note: potency is the fitted concentration of half-maximal effect; some results filed as inactive show a strong effect at the top dose
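HepG2 CAGA-GFP cells (1000/well, DMEM with 1% FBS) received compound, then TGF-beta at 500 pg/mL final, and were incubated 18 hours at 37 degrees C. Viability was read by CellTiter-Glo luminescence. Media-only wells were set as complete cell-killing and DMSO as no toxicity.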
CCT modulator = cytosolic chaperonin activity modulation; AID 651819; purified chaperonin ATPase assay, HTRF ADP detection, 30 min; activity change, % (no concentration beside the values), hits read low; 360,000 compounds, 0.3% hits; in the data active = activity change below about -30%; note: % is set by controls: 0 for no effect and ±100 for the full control effect
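TRiC at 40 or 20 nM final (batch-dependent) in 30 mM Tris pH 7.4, 100 mM KCl, 5 mM MgCl2, 1 mM DTT, with compound at single 76 uM and 10 uM ATP, 30 min at 37 deg C. ADP detected by HTRF Transcreener, 665/615 ratio.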
A549 tox = counter-screen for Nrf2 inhibitors: cytotoxicity in A549 cells | A549 ARE-Fluc cells, CellTiter-Fluor viability, 18-24 h | Potency, µM (top dose mostly 46 µM), for the others: at the highest dose activity change, negative = cytotoxicity, usual class: inhibitors | 390,000 compounds, 0.16% hits | AID 504648; note: potency is the fitted concentration of half-maximal effect; % is set by controls: 0 for no effect and ±100 for the full control effect
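Cytotoxicity counterscreen: CellTiter-Fluor fluorescence was measured in A549 ARE_Fluc cells after 18-24 h of compound exposure in a concentration series. The subsequent BugLite luminescent read reports ARE-luciferase activity.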
TGFb inhibitor = TGF-b pathway inhibition; HepG2 CAGA-GFP TGF-b/SMAD3 reporter, GFP fluorescence, 18 h; TGF-beta stimulated, 500 pg/mL final; Potency, µM (highest dose often 46.1 µM), without a hit: at the top dose activity, negative = inhibition, most hits filed as inhibitors; 410,000 compounds, 1.2% hits; note: potency is the fitted concentration of half-maximal effect; % is set by controls: 0 for no effect and ±100 for the full control effect; nearly all actives have a fitted effect of over 65% in size
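Read-out: total well GFP (ex488/em500-530) summed from mean per-cell fluorescence. Cells: HEPG2 CAGA-GFP, 1% FBS DMEM, 18 h at 37 degrees C with 500 pg/mL final TGF-beta. Unstimulated wells served as the full-inhibition control; stimulated DMSO wells = 0%.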
pAkt inh = Akt phosphorylation inhibition; Neuro2A IGF-stimulated pAkt S473 HTRF, 20 min; stronger effect = lower value; activity change, % for hits at 50 µM; 360,000 compounds, 0.32% hits; in the data active = activity change below about -80%; inconclusive = mostly about -51% to -80%; note: % is set by controls: 0 for no effect and ±100 for the full control effect
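Neuro2A cells (4,500/well, DMEM with 0.5% FBS) were treated with compound at a single 50 µM final concentration, stimulated with 6 nM IGF for 20 min at 37 °C, and lysed. Phospho-Akt Ser473 was read by HTRF as 665/615 ratio ×10^4.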
MmCpn inh = blocks the Methanococcus maripaludis chaperonin Mm-Cpn. purified Mm-Cpn ATPase, ADP Transcreener TR-FRET. Potency, µM (top dose mostly 76.9 µM), inactives show top-dose activity, negative = inhibition, usual class: inhibitors. 330,000 compounds, 0.031% hits; note: potency is the fitted concentration of half-maximal effect; % is set by controls: 0 for no effect and ±100 for the full control effect; nearly all actives have a fitted effect of over 80% in size
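Inhibition of chaperonin ATP hydrolysis is measured as reduced ADP production, detected by competitive TR-FRET in which signal falls with ADP. Final enzyme 25 nM and ATP 10 uM, reacted 30 min at 37°C.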
Numbers without * were called inactive; i = inactive; u = inconclusive; x = not tested or not shown; & = joins results of further samples; [ ] = dose if it differs, or a comment. Unless noted, calls come from the whole dose curve; as a rule, active = well fitted curve in the direction sought with a large enough effect; inconclusive = small, poorly fitted or top-dose-only effect, or another doubt; inactive = no such curve, though single readings can be large; an effect the other way counts as inactive or inconclusive.

Compound | Nrf2 inh | Abeta yeast res | Nrf2 activator | HepG2 viability | CCT modulator | A549 tox | TGFb inhibitor | pAkt inh | MmCpn inh
Cc1cc2nc(SC(C)C(=O)O)[nH]c2cc1C (stereo unspecified) | 11% | 3% | 0.4% | 1% | -1.6 | 0% | -21% | i | 1%
CC(=O)Nc1ccc(NC(=O)c2ccccc2Sc2ccc([N+](=O)[O-])cc2Cl)cc1 | u | -4% | 4.6% | -5% | -34* | -1% | 0% | i | 1%
CN1c2ccsc2/C(=N/Nc2ccc(F)cc2)CS1(=O)=O | u | -11% | 13µM* | 10% | -1.9 | -18% | 33%[activator] | i | -3%
OCCC1CN(Cc2ccc(F)cc2)CCN1CCc1ccccc1 (stereo unspecified) | 20% | 4% | 0.9% | -3% | -1.2 | -2% | 0% | i | 1%
O=C1/C(=C/c2ccccc2)CN(C(=O)CCN2CCOCC2)C/C1=C\c1ccccc1 | u | -18% | -2.9% | 16µM* | -1.2 | u | 2.2µM* | i | x
Cc1ccc(C)c(NC(=O)CSc2nnc(CNC(=O)c3ccco3)n2C)c1 | -4% | 9% | 0.0% | -6% | -2.3 | -1% | -9% | i | 1%
CCCn1c(SC(C)C(=O)NCC2CCCO2)nc2sc(CC)cc2c1=O (stereo unspecified) | -33% | -9% | 0.3% | -4% | -0.2 | u | 15% | i | -1%
N#CCC(=O)N1CCn2c1nc1ccccc12 | 10% | 6% | 0.6% | 7% | -0.9 | -1% | 6% | i | -3%
NS(=O)(=O)c1ccc(NC(=O)CN2C(=O)CCC2=O)cc1 | 15% | 6% | -0.7% | 2% | 1.6 | 1% | -10% | i | 0%
C#CCOCCOCCOCCNc1nc(N2CCN(C(=O)Cn3cc(CCO)nn3)CC2)nc(N2CCN(C(=O)[C@H](C(C)C)n3cc(CCO)nn3)CC2)n1 | 7% | -9% | 0.1% | 7% | -0.6 | -1% | 6% | i | 0%
NC(=S)NN=CCn1cc([N+](=O)[O-])c(=O)[nH]c1=O | 18% | -5% | -0.1% | -24% | -1.3 | 3% | -17% | i | x
CCc1ccc(NC(=S)Nn2cnnc2)cc1 | 6% | -1% | 0.1% | -1% | 0.5 | 0% | 0% | i | 1%
O=C1C2C3CCC(C3)C2C(=O)N1CNc1ccccc1 (stereo unspecified) | 4% | 5% | -0.5%[9.22 µM] | 4% | -1.1 | 2% | 1% | i | 1%
CCOc1c(Br)cc(CNCc2cccs2)cc1OC | 6% | -7% | -1.1% | 25% | 1.6 | 6% | 13% | i | -1%
COc1cc2[nH]c(=S)n(NC(=O)CC(C)C)c(=O)c2cc1OC | -12% | 16% | 0.1% | -14% | -3.0 | 2% | -33% | i | -1%
Cc1noc(C)c1C(=O)N1CCCC(C)(C(=O)NS(=O)(=O)C2CC2)C1 (stereo unspecified) | x | 15% | -0.9%[9.22 µM] | -5% | -0.6 | x | 10% | i | x
CC(C)(C)CN1C(=O)C(=O)NC[C@H]1Cc1cccc2ccccc12 | 4% | 9% | -1.1% | 3% | -2.4 | 1% | -2% | i | -1%
Cn1cc([N+](=O)[O-])c(C(=O)Nc2ccc(-c3nc4ccccc4o3)cc2)n1 | 0% | -10% | 5µM* | 11% | -1.4 | 0% | u | i | 0%
C=CCn1c(-c2cccc(S(=O)(=O)N3CCOCC3)c2)n[nH]c1=S | -1% | -5% | -0.5% | -2% | -1.2 | -1% | 0% | i | -4%
NC(=O)c1ccc(NC(=O)c2ccc3c(c2)OCO3)cc1 | u | 19% | -0.3% | 1% | 3.6 | -11% | 18% | i | -8%
COc1cccc(CNC(=O)COC(=O)C23CC4CC(CC(Cl)(C4)C2)C3)c1 | 5% | 13% | -1.4% | 4% | -1.2 | 2% | 6% | i | -1%
CCN(CC)CCNC(=O)Cn1cnc2sc(C)c(S(=O)(=O)N3CCN(c4ccccc4OC)CC3)c2c1=O | 7% | -15%&-5% | 0.1%&0.5% | 9%&0% | -1.9 | -2%&2% | -2%&8% | i | 2%
CC(C)(C)OC(=O)N1CCC[C@@H]1C(=O)N1CCC(C(=O)O)CC1 | -23% | -3% | -1.4% | 9% | 0.0 | -15% | 13% | i | u
COc1cccc(S(=O)(=O)N(C)C[C@H]2OCc3cnnn3CCCC(=O)N([C@@H](C)CO)C[C@H]2C)c1 | x | 2% | 0.4% | 2% | -1.4 | x | 11% | i | x
O=C(NCCN1CCOCC1)c1noc2c1CCc1ccccc1-2 | x | -13% | -0.2% | 4% | -2.9 | 2% | -23% | x | -6%
CC(C)c1ccccc1OCCNC(=S)NC(=O)c1cccnc1 | u | 24% | 2.8% | -6% | 1.2 | 2% | 0% | i | 1%
CCOc1cc(/C=C(\C#N)C(=O)NCC2CCCO2)ccc1O (stereo unspecified) | -12%&9% | -2%&-1% | 12%&2.4% | -15%&5% | -1.2 | 0%&3% | -2%&-1% | i | -1%
CC(=O)N1CCN(c2ccc(NC(=O)c3ccccc3Cl)cc2)CC1 | 12% | -4% | 0.5% | -21% | 0.1 | 1% | 3% | i | 0%
COc1ccc(Nc2nc3ccccc3nc2NS(=O)(=O)c2cccs2)cc1 | 16µM* | 12% | 0.4% | -37% | -0.4 | -19% | -9% | i | 1%
O=C(CSc1nnnn1-c1ccccc1)NCC1(N2CCOCC2)CCCCC1 | 8% | -17% | 0.3% | -20% | -2.2 | 0% | -15% | i | -1%
Cc1cn([C@H]2C[C@H](O)[C@@H](/C=C/C(=O)NCc3cccc4ccccc34)O2)c(=O)[nH]c1=O | x | 13% | -1.0% | -2% | -0.3 | x | u | i | x
O=C1C(Cl)=C(N2CCN(c3ccccc3[N+](=O)[O-])CC2)C(=O)c2ccccc21 | 1% | 0% | 7.9µM* | -109% | 0.1 | -22% | 11µM* | i | 1%
Cc1cc(C)nc(SCc2ccc(C(=O)N/N=C/c3cccc(O)c3O)cc2)n1 | u | u | -0.3% | -17% | -1.3 | -2% | 0% | i | -2%
CCn1nc(NC(=O)C2CCCO2)c2cc3cccc(C)c3nc21 (stereo unspecified) | 10% | -15% | 0.4% | -20% | -1.1 | 0% | 0% | i | -4%
CC(=O)Nc1ccc(C(=O)CSc2nnnn2C(C)C)cc1 | 3% | 10% | 1.9% | -24% | -3.2 | 4% | 4% | i | -2%
Cc1ccc(SCc2[nH]nc3c2C(c2ccc(C)o2)C(C#N)=C(N)O3)cc1 (stereo unspecified) | -8% | 28% | 17% | -69% | 2.0 | -16% | u | i | 2%
CCOC(=O)C1CCN(C(=O)CCn2c(=O)oc3ccccc32)CC1 | x | -2% | -0.1% | 1% | 2.3 | x | -1% | i | x
Cc1ccccc1Cn1nc(C)c(NC(=O)c2sc3ccccc3c2Cl)c1C | u | 6% | -0.4% | -28% | -3.4 | -18% | -15% | i | 0%
CN(C)c1nc(N)nc(CSc2n[nH]c(-c3ccccc3)n2)n1 | 6% | 25% | 2.6% | -13% | -1.7 | -3% | 0% | i | -1%
CCCCn1c(N)c(N(Cc2ccccc2OC)C(=O)c2cc(CC)c(C)s2)c(=O)[nH]c1=O | -1% | -4% | -0.5% | -7% | 0.9 | -2% | u | i | -9%
O=C(NCc1cccnc1)C12CC3CC(CC(C3)C1)C2 | -7% | -19% | -0.6% | -10% | 3.2 | 6% | 15% | i | -2%
O=C(c1ccccc1Oc1ccccc1)N1CCN(c2ccc(F)cc2)CC1 | u | 10% | -0.5% | 10% | 1.9 | -11% | 0% | i | -5%
CCNC(=O)C1(C)CCN(C(=O)c2cccc(OC(F)(F)F)c2)C1 (stereo unspecified) | x | 6% | -0.1%[9.22 µM] | 1% | -2.3 | x | 11% | i | x
COCCCNC(=O)CCn1c(=O)c2ccccc2n(CC(=O)Nc2cc(Cl)ccc2C)c1=O | x | -2% | -1.1% | -4% | -5.1 | 0% | 0% | i | 0%
Cc1ccc(C)c(N2CCN(C(=O)C(C)n3c(C)c4cnn(-c5ccccc5)c(=O)c4c3C)CC2)c1 (stereo unspecified) | 6% | -5% | 0.1% | -15% | x | 3% | u | x | x
CCNc1nc(NCC)nc(N/N=C/c2ccc(OC)cc2)n1 | 2% | -4% | -1.2% | -5% | -1.7 | 0% | -9% | i | -2%
CCOc1ccc(/C=C/c2c([N+](=O)[O-])c(=O)n(C)c(=O)n2C)cc1 | -16% | -18% | u | -1% | -1.2 | u | 5% | i | 3%
COc1ccc(NC(=O)Cn2nnc(C(=O)NCc3ccccc3)c2N)cc1Cl | 26% | 12% | -0.8% | -6% | -3.1 | 3% | 24% | i | -3%
Cc1ccc(N2C(=O)N(Cc3cc(=O)n4ccccc4n3)c3ccccc3S2(=O)=O)cc1Cl | x | -11% | -1.2% | 2% | x | -3% | -26% | x | x
Cc1cccc(NC(=O)CSc2nc(C)cc(C)c2C(=O)Nc2ccc(Cl)cc2)c1 | -6% | 1% | 4.0% | 1% | x | 1% | 12% | x | x
CCN(CC)S(=O)(=O)c1ccc2[nH]c(=O)cc(C(=O)NCc3ccccc3)c2c1 | 6% | 8% | 0.2% | -10% | -0.9 | -5% | 17% | i | -1%
COC(=O)c1cc(NCc2ccccc2F)ccc1N1CCOCC1 | -25% | -26% | 0.0% | -81% | -1.8 | 8% | u | i | -1%
COc1ccc(-c2nnc(SCC(=O)NC3CCCCC3)n2N)cc1 | 12% | 0% | -0.2% | -2% | -5.6 | 0% | -15% | i | 2%

Only HepG2 viability (two entries from above):
SMILES | HepG2 viability
CCOc1cc(/C=C(\C#N)C(=O)NCC2CCCO2)ccc1O (stereo unspecified) | -15%&5%
CC(=O)N1CCN(c2ccc(NC(=O)c3ccccc3Cl)cc2)CC1 | -21%

Hits appear at their usual frequency, and some 4.3% of all compounds hit somewhere here.
